Wee1 degr inh: inhibitors of human Wee1 degradation. reporter increase, % at 5 µM. hit rate 1.2% among 220,000. P30291. HeLa Luc-Wee1K328M stability, luciferase luminescence; 100% = proteasome inhibitor MG132 effect;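 active = activation above the mean of all tested compounds plus 3 SD, set per screening run, cut at about 8.8% in these data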;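 note: cells exposed to compound for 20 h before luminescence read; 0% = DMSO alone and 100% = MG132 at 30 µM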
Hck Nef HTS: inhibitors of human Hck kinase activated by Nef; P08631; Recombinant Hck-YEEI plus Nef, Z-Lyte FRET kinase assay; inhibition, % at 20 µM; hit rate 0.68% among 220,000;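 active = Hck-Nef kinase inhibition above about 50%, limit read from the data; inactive = inhibition below that limit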;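 note: 0% = DMSO with Hck plus Nef and 100% = Hck alone without Nef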
thrombin 1536: blocks human thrombin protease activity; P00734; alpha-thrombin, Boc-VPR-AMC fluorogenic substrate cleavage; inhibition, % at 5 µM; hit rate 0.26% among 220,000;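 active = inhibition at or above 40%; inactive = inhibition below 40%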;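 note: 0% = enzyme with no compound and 100% = wells without enzyme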
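System: human alpha-thrombin protein; Compound dosing: one concentration per compound, 5 µM, with 0.2% DMSO; Timing: reaction at room temperature; Technique: AMC fluorescence, 355/460 nm; Controls: enzyme without compound as high, wells lacking enzyme as low.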
Runt-CBFb FRET: inhibitors of human RUNX1 Runt domain binding to CBFb. Q01196+Q13951. Cerulean-Runt/Venus-CBFb FRET ratio 530/480, 1 h. inhibition, % at 20 µM. hit rate 0.46% among 220,000. AID 1496;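 active = inhibition over about 50% at 20 µM in the single-dose screen, limit read from the data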;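 note: 0% = DMSO wells and 100% = excess unlabeled CBFb competitor control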
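Assay system: Cerulean-tagged RUNX1 Runt domain (FRET donor) fusion protein / Amount: 100 nM each of Venus-CBFb and Cerulean-Runt domain / Medium: Tris buffer pH 7.5 with salts and BSA / Also added: Venus-CBFb 100 nM / Schedule: 1 h complex formation plus 1 h compound treatment, room temperature / Signal: FRET fluorescence / Read-out: loss of energy transfer signal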
FXIa inh: inhibitors of human coagulation factor XIa; P03951; purified FXIa, Boc-Glu-Ala-Arg-AMC fluorogenic substrate; inhibition, % at 5 µM; hit rate 0.14% among 220,000; AID 798;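 active = inhibition of at least 40%; inactive = inhibition below 40%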;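 note: fluorescence of freed AMC excited at 355 nm; 0% = enzyme without compound and 100% = no enzyme blank; many of its hits are not listed in these tables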
FXIIa inh 1536: blocks human coagulation factor XIIa protease activity; inhibition, % at 5 µM; AID 800; P00748; hit rate 0.3% among 220,000; purified FXIIa, Boc-QGR-AMC fluorogenic substrate, 2 h; in the data active = inhibition above about 40%;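 note: 0% = enzyme with no compound and 100% = blank without enzyme; many of its hits are not listed in these tables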
Target sequence (P00748 20-372 limits assumed): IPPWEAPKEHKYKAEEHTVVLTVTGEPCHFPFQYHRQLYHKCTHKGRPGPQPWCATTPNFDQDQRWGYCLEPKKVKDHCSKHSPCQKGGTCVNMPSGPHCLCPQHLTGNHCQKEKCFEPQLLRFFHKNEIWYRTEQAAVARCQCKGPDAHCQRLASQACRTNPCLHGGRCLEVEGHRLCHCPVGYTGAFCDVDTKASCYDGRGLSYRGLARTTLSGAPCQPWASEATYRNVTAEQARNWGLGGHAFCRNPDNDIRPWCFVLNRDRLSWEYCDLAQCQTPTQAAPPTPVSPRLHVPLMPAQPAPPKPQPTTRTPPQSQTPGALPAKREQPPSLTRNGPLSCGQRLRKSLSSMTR
Target sequence (P00748 373-615 limits assumed): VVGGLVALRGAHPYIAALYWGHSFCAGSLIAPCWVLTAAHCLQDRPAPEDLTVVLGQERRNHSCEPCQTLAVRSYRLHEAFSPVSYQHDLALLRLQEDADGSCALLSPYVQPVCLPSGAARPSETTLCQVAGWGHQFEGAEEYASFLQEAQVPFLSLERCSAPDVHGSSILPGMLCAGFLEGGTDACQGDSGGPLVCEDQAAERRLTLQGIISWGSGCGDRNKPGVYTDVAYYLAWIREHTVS
Runt-SMMHC FRET: inhibitors of human RUNX1 Runt domain binding to CBFb-SMMHC; Q01196+Q13951; Cerulean-Runt/Venus-CBFb-SMMHC FRET ratio 530/480, 1 h; inhibition, % at 20 µM; hit rate 0.74% among 220,000; AID 1434;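 active = mean inhibition across duplicate retests at 20 µM reaching about 50%, limit read from the data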;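 note: 0% = DMSO wells and 100% = wells with excess untagged CBFb-SMMHC; inhibitors lower the FRET ratio by blocking Runt binding to CBFb-SMMHC; some results filed as inactive read as strong as hits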
KLK5 inh: blocks human kallikrein 5 protease activity. Q9Y337. recombinant hK5, fluorogenic AMC substrate cleavage. inhibition, % at 5 µM. hit rate 0.59% among 210,000. AID 873;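 active = inhibition of 40% or more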;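 note: 0% = enzyme controls without compound and 100% = no-enzyme blanks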
Target sequence (Q9Y337 67-293 limits assumed): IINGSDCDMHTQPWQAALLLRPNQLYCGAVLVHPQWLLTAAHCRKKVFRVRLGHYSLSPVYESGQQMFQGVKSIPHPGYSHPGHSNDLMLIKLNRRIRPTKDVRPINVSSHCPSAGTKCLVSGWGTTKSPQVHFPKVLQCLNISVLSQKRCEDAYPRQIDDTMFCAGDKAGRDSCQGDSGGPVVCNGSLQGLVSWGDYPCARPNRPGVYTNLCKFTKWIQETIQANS
14-3-3 Bad inh: disrupts binding of bovine 14-3-3 zeta to phospho-Bad peptide | hit rate 0.71% among 220,000 | TR-FRET 14-3-3zeta/Dy647-pBad peptide displacement, 1 h | inhibition, % at 21.7 µM | AID 781 | P63103;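 active = inhibition above about 70%, limit read from the data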;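 note: 0% = full 14-3-3 plus peptide FRET controls and 100% = background without 14-3-3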
Starred values were filed as active, the others as inactive; . = no result given; [ ] = another dose, or the depositor's remark.

smiles,Wee1 degr inh,Hck Nef HTS,thrombin 1536,Runt-CBFb FRET,FXIa inh,FXIIa inh 1536,Runt-SMMHC FRET,KLK5 inh,14-3-3 Bad inh
Cn1cc(CNCCCn2ncc3ccccc32)c(-c2ccccc2F)n1,-2,-3,2,-2,3,11,2,.,0
CCOC(=O)c1ccc(NC(=O)CNC(=O)C2CCCCC2)cc1,0,1,-15,1,1,16,-4,-8,-2
CCOC(=O)C(Cc1ccc(OC)c([N+](=O)[O-])c1)NC(=O)CCC(=O)Nc1ccc(C)cc1 (centres undefined),-2,13,2,-2,2,9,0,5,7
CCn1c(=O)c2cc(S(=O)(=O)NCCOc3ccccc3)ccc2n(CC)c1=O,2,0,-4,2,-4,7,2,11,7
c1ccc(-c2ccc(-c3cnc4n3CCCCC4)cc2)cc1,-1,2,-7,-8,1,3,-7,8,1
Cc1cc(NC(=O)c2sc(Nc3cccc(C(F)(F)F)c3)nc2N)no1,-1,-1,-2,2,7,19,0,-12,-19
Nn1cc(-c2ccccc2)nc1SCC(=O)Nc1ccc(S(N)(=O)=O)cc1,0,17,-13,2,-4,0,1,-2,-11
CCN(CC)C(=O)C12C(=O)Oc3ccccc3C1C2(C)C(=O)c1ccc(F)cc1 (centres undefined),-1,11,-3,0,-5,5,2,0,-2
CC(NC(=O)C12CC3CC(CC(C3)C1)C2)C(=O)N/N=C/C1=C(N2CCOCC2)C(=C\c2ccccc2)/CC1 (centres undefined),-1,-21,5,-20,9,15,-54,-7,-4[fluorescence artefact?]
COc1ccc(C(=O)C23CC4CC(C2)CC(C(=O)c2ccc(OC)cc2)(C4)C3)cc1,-1,8,0,1,4,13,-7,.,2
COCCOC(=O)C1=C(C)NC2=C(C(=O)CC(c3cccs3)C2)C1c1ccsc1 (centres undefined),-1,21,-3,14,-4,3,38,1,1
C=CCSc1nc2ccccc2[nH]1,-1,-1,-1,0,-1,1,0,-9,-5
Nc1cc(=O)[nH]c(SCC(=O)N2CCN(S(=O)(=O)c3ccc4ccccc4c3)CC2)n1,2,17,2,1,1,11,2,16,-10
CC(=O)Oc1cc(C(C)C)c(OCCN(C)C)cc1C,-1,-1,.,1,2,10,4,-10,-6
COc1ccc(C)cc1NC(=O)c1cnc2n(c1=O)CCS2,2,11,0,-2,10,15,0,-1,7[fluorescence artefact?]
Cc1cc(-c2n[nH]c(=S)n2/N=C/c2sccc2C)n[nH]1,-3,2,-7,13,4,5,10,-7,4[fluorescence artefact?]
CC1CC(C)CN(CC(=O)N2CCc3[nH]c4ccccc4c3C2)C1 (centres undefined),1,1,5,-17,-3,6,-26,15,-5
COc1ccc(-c2nn(-c3ccccc3)cc2C(=O)NC(=S)NNC(=O)c2ccncc2)cc1,-4,-17,-6,5,9,6,1,-20,-10
O=[N+]([O-])c1ccc(Oc2ccc(S(=O)(=O)Nc3ccccc3)cc2)cc1,9,4,4,-1,9,11,-1,-1,-9
CN(C)CCCN(Cc1cc2cc3c(cc2[nH]c1=O)OCO3)C(=S)NCc1ccco1,3,20,-4,-14,0,10,-29,6,-3
O=[N+]([O-])c1nn(-c2ccc3c(c2)OCCO3)n(O)c1=Nc1ccc(Cl)cc1,0,-1,5,2,3,12,-5,-4,12[fluorescence artefact?]
COC(=O)c1ccccc1NC(=O)Nc1cccnc1,1,-18,2,1,4,13,0,-10,-9[fluorescence artefact?]
COc1cc(/C=C(/C(=O)c2cccs2)c2nc3ccccc3[nH]2)ccc1O,0,0,0,7,5,17,-7,13,-5[fluorescence artefact?]
CC(C)(C)CC(C)(C)c1ccc(O)c(CN2CCN(CCC#N)CC2)c1,-2,1,-2,-3,-5,18,-8,-25,-17
Cc1ccc(CCNC(=O)C2CCN(c3nn4c(=O)cc(C)nc4s3)CC2)cc1,-1,-1,2,-1,0,9,2,-8,-13
Cc1ccc(C)c(NC(=O)C(Sc2ncnc3ccccc23)c2ccccc2)c1 (centres undefined),3,16,-3,0,7,4,-1,-1,-2
COC(=O)c1nnn(-c2nonc2N)c1-c1cccs1,0,0,-5,-2,-7,3,-5,32,-2
Cn1c(N)c(C(=O)COC(=O)C2=COCCO2)c(=O)n(C)c1=O,-2,-9,-20,0,3,-6,-2,0,-8
O=C(NCc1ccc(OC(F)(F)F)cc1)C1CC(c2cccc(F)c2)=NO1 (centres undefined),.,19,-10,0,-3,0,3,-5,0
COc1ccccc1NC(=O)Nc1nnc(CC(=O)Nc2ccccc2)s1,-1,-4,-2,-2,3,5,-3,1,7
CNc1nc(NC)nc(-n2c(C(F)(F)F)nc3ccccc32)n1,0,0,2,1,-1,3,-1,-2,0
Cc1ccc(C(=O)NCCN2C3=NC[C@H](Cc4ccc(O)cc4)N3C[C@H]2Cc2ccc(O)cc2)cc1Br,.,8,4,1,2,7,-3,3,-3
CCOC(=O)C1=C(C(F)(F)F)Nc2ncnn2C1c1cccc(OC)c1OC (centres undefined),4,5,-2,-2,-2,2,2,-20,-23
CCC1=C(OC(=O)N(CC)CC)N2C(=O)OC(=NCCc3c[nH]c4ccccc34)[C@]2(C)[C@H]2C1=CC[C@H]1C(=O)N(CC)C(=O)[C@H]12,.,26,-3,0,0,8,4,0,-4
CCc1c(C)nc2[nH]nc(NC(=O)C(F)(F)F)n2c1=O,-2,1,-5,-2,-10,-7,-1,0,-12[fluorescence artefact?]
CNC(=O)c1ccc2snnc2c1,0,2,-7,3,-6,4,-4,-5,6
COc1ccc(/C=N\NC(=S)SCN2C(=O)C3CCC(C)(C2=O)C3(C)C)cc1 (centres undefined),-1,-1,4,.,2,21,.,-24,-15[fluorescence artefact?]
COc1cccc(/C=C/C(=O)NCc2ccc(S(N)(=O)=O)cc2)c1,-1,10,-5,-2,-1,11,2,-2,1
Cc1nn(C)c(C(=O)Nc2ccn(C34CC5CC(CC(C5)C3)C4)n2)c1[N+](=O)[O-],-2,5,-10,-1,0,3,1,-20,-2
CCOC(=O)c1ccc(NC(=O)N2CCN(C(=O)C3CCCO3)CC2)cc1 (centres undefined),1,36,-8,0,-2,9,1,2,-6
Cc1cccn2c(=O)c(C=O)c(N3CCN(c4ccc(F)cc4)CC3)nc12,0,5,2,-3,-1,9,-4,1,0
Cc1ccc2c(c1)c1c(n2CC(O)Cn2c(C)nc3ccccc32)/C(=N\O)CCC1 (centres undefined),-1,0,-5,-1,-9,-2,-1,0,-22[fluorescence artefact?]
Cc1cccc(NC(=O)NNC(=O)c2cc3ccccc3cc2O)c1C,0,-6,-1,-34,-3,3,-118,.,-8
Nc1nc2ccc([N+](=O)[O-])cc2[nH]1,-2,7,4,1,1,10,-1,-2,-1
COc1ccccc1NC(=S)N1CCN(C(c2ccccc2)c2ccccc2)CC1,8,-34,1,0,-2,11,6,1,-13
CCc1ccc(C2=CC(c3cc(Br)ccc3F)n3ncnc3N2)cc1 (centres undefined),4,0,-3,-1,4,12,75*,-11,-3
CCc1nnc(NC(=O)c2ccc(-c3cc(C(F)(F)F)ccc3Cl)o2)s1,-2,-1,4,-1,0,12,3,-7,-8[fluorescence artefact?]
O=C(CCn1c(=O)sc2ccccc21)NCCC1=CCCCC1,.,.,-1,0,5,10,-6,6,-3[fluorescence artefact?]
CC(CC(=O)Nc1cccnc1)c1ccccc1 (centres undefined),3,-5,-1,-1,-1,.,0,4,-10
O=C(/C=C/c1cccc2ccccc12)NCCC1=CCCCC1,0,0,-2,2,4,17,2,-15,-3
CC(C)c1ccc(/C=N/NC(=O)c2cccc(Cl)c2)cc1,14*,5,-1,0,5,9,5,-14,-10
Cc1ccccc1N1C(=O)c2ccccc2N2C(=O)c3ccccc3C12 (centres undefined),1,0,3,-1,10,14,0,-24,17
C=CCc1ccccc1OCC(=O)N/N=C/c1ccccc1OCC,-1,9,4,-5,6,12,-4,-5,-2
CCOc1ccc(-c2nc(C#N)c(NCC(C)C)o2)cc1,0,1,-3,-3,-9,-12,5,151*,-5
COc1ccc(-n2cnnc2SCC(=O)Nc2cccc([N+](=O)[O-])c2)cc1,-1,17,-3,-4,-5,9,-2,-3,-17
CCCC(O)(CCC)C(=O)NN(C(=O)CCl)c1cccc(C)c1,-2,-1,0,0,7,9,-1,-17,10[fluorescence artefact?]
Cc1nc(-c2nnc(SCC(=O)Nc3ccc(C(F)(F)F)cc3)n2C)cs1,-2,10,-7,-2,2,6,-2,1,4
COc1c(Cl)cc(Cl)cc1C(=O)Nc1ccc(C(=O)O)cc1,-4,-1,-5,-2,-7,0,0,-12,-2
O=C(Nc1ncn[nH]1)C(F)(F)C(F)F,-1,-20,-2,1,-1,19,2,4,0

Reprinted at random: two compounds from above.
smiles,Wee1 degr inh,Hck Nef HTS,thrombin 1536,Runt-CBFb FRET,FXIa inh,FXIIa inh 1536,Runt-SMMHC FRET,KLK5 inh,14-3-3 Bad inh
CCCC(O)(CCC)C(=O)NN(C(=O)CCl)c1cccc(C)c1,-2,-1,0,0,7,9,-1,-17,10[fluorescence artefact?]
CC(C)c1ccc(/C=N/NC(=O)c2cccc(Cl)c2)cc1,14*,5,-1,0,5,9,5,-14,-10

Assay outcomes as filed in PubChem BioAssay.
